# Assay outcomes from PubChem BioAssay.
# ATG4B inh: ATG4B protease inhibitors, primary screen, biochemical, fluorescence, uHTS. Cysteine protease ATG4B (Homo sapiens), Q9Y4P1. ATG4B cleavage of LC3-PLA2, NBD-HPC fluorescence, 1 h. inhibition, % at 8.33 µM. actives 0.51% (n = 340,000); in the data active means inhibition above about 40%
# Target sequence (Q9Y4P1 whole entry, looked up): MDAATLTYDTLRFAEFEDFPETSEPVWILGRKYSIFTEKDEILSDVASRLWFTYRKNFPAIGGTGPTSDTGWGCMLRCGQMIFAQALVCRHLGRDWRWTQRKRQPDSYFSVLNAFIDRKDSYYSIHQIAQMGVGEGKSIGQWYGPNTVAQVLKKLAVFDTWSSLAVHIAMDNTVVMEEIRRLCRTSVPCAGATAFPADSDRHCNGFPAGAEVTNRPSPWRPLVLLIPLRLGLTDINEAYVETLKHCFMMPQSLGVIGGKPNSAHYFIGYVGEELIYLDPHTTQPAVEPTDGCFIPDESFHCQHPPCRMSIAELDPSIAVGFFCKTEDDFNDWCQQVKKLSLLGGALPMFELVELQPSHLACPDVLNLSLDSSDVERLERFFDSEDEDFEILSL
# SENP8 block: human SENP8 protease inhibitors, primary screen, biochemical, fluorescence, Nedd8 protein substrate, uHTS; Sentrin-specific protease 8 (Homo sapiens), Q96LD8; recombinant SENP8; inhibition, % at 20 µM; actives 0.64% (n = 360,000); in the data active means inhibition mostly above about 40%, no sharp cut-off; inactive means mostly below about 27%
# Target sequence (Q96LD8 whole entry, looked up): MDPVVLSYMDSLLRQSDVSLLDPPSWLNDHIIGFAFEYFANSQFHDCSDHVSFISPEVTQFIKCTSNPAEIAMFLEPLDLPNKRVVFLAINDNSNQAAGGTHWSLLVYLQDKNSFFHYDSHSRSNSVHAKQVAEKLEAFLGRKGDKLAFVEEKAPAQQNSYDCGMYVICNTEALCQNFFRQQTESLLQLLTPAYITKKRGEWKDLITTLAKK
# MPTP inh: mitochondrial permeability transition pore inhibitors, primary screen, biochemical, isolated mouse mitochondria, absorbance | inhibition, % at 10 µM | Ca2+ swelling absorbance, 30 min | actives 1.4% (n = 360,000) | AID 602449, 2012;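 active means inhibition of 50% or more, scaled per plate between neutral and stimulator controls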;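 further: 0% = DMSO wells given calcium and 100% = 1 mM EGTA wells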
# SENP1 FRET inh: human SENP1 catalytic domain inhibitors, primary screen, biochemical, FRET, uHTS. recombinant SENP1 catalytic domain, CyPet-SUMO1-YPet FRET cleavage. inhibition, % at 10 µM. actives 0.21% (n = 360,000). AID 624204, 2012;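 active means inhibition at least 30% at 10 µM, raw YFP signal under a set limit, fluorescence ratio 0.5 to 1.5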;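 further: 0% = enzyme with DMSO and 100% = no enzyme wells; some results filed as inactive read as strong as hits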
# Target sequence (Q9P0U3 419-644 limits assumed): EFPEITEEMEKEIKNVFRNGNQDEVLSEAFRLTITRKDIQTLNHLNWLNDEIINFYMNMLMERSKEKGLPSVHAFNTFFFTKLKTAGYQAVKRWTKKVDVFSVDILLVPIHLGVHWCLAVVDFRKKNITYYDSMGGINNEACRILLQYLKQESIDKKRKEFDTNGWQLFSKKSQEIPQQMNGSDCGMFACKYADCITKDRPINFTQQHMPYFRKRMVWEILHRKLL
#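 Assay system – human recombinant His6-tagged SENP1 catalytic domain enzyme · Input – SENP1 enzyme, 20 pM final · Buffer or medium – Tris pH 8 buffer plus EDTA, NaCl, BME, BSA, NP40, catalase · Schedule – 50 min reaction at room temperature · Technique – FRET read of cyan and yellow fluorescence · Control set – no-enzyme wells low, DMSO-plus-enzyme wells high control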
# GRIN3A LBD mod: binders of NR3A ligand-binding domain, primary screen, biophysical, differential scanning fluorimetry, uHTS; NR3A LBD differential scanning fluorimetry, Tm shift; 0% = protein alone, 100% = glycine-bound protein; Tm shift relative to glycine control, % at 25 µM; actives 2.5% (n = 340,000); AID 1259313, 2017;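 active means melting temperature shift of at least 10% of the positive control shift, at one fixed dose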
# hIAP activ: human IAP activators, primary screen, biochemical, luminescence, uHTS. activation factor at 10 µM. Intestinal-type alkaline phosphatase (Homo sapiens), P09923. purified human IAP, CDP-Star luminescence, 30 min; stronger effect = higher value; 1 = vehicle-only enzyme, 0 = enzyme-free background. actives 0.16% (n = 330,000);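 active means activation factor of the enzyme at least 2-fold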; further: the source names both 10 and 20 µM as test concentration; values of inactives mirror those of a sister screen read the other way
# PfGluPho inh: PfG6PD enzyme inhibitors, primary screen, biochemical, fluorescence intensity, uHTS. glucose-6-phosphate dehydrogenase-6-phosphogluconolactonase (Plasmodium falciparum 3D7). PfGluPho enzyme, NADPH resazurin-diaphorase fluorescence. inhibition, % at 20 µM. actives 0.78% (n = 350,000);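 active means inhibition reaching at least a set limit at 20 µM in the primary screen, cut at about 59% in these data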;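 further: 0% = DMSO wells with substrate and 100% = DMSO wells lacking glucose-6-phosphate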
# SENP6 block: SENP6 protease inhibitors, primary screen, biochemical, luminescence, uHTS | AID 2599, 2010 | Recombinant SENP6 catalytic domain, aminoluciferin luminescence | actives 1.8% (n = 330,000) | inhibition, % at 10 µM;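 active means inhibition above about 50% at the single tested dose, limit read from the data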;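 further: plate controls were DMSO wells with enzyme for no effect and DMSO wells lacking enzyme for full effect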
# Active calls of the source: *; · = no result given.
# Each structure is followed by: SENP6 block	SENP1 FRET inh	GRIN3A LBD mod	ATG4B inh	hIAP activ	SENP8 block	MPTP inh	PfGluPho inh
1. COc1ccc(N(C(=O)CS(=O)CC(=O)Nc2ccc(F)cc2)C(C(=O)NC2CCCCC2)c2cccs2)cc1 (configuration not stated)
    0.9	3.9	1.8	-0.4	0.908	22.2	2.7	5.4
2. CCOC(=O)NC(NCc1cccc(C(F)(F)F)c1)(C(F)(F)F)C(F)(F)F
    -18.7	1.7	-14.2	9.3	0.981	10.3	4.8	20.4
3. COc1ccc(O)c(C(=O)c2cc(C#N)c(=O)n(Cc3ccccc3)c2)c1
    23.5	8.7	3.3	-11.0	0.88	-9.0	0.3	8.5
4. COc1ccccc1NC(=O)/C(=C/c1cccc([N+](=O)[O-])c1)c1ccccc1
    0.5	3.1	11.0*	5.9	0.825	13.8	-0.1	26.3
5. CS(=O)(=O)N1N=C(c2cccs2)CC1c1ccc(F)cc1 (configuration not stated)
    1.2	-15.3	-0.1	3.5	1.12	-11.1	0.1	-5.2
6. CCOc1ccc(S(=O)(=O)N2CCCCC2)c2ccccc12
    -24.3	0.7	-0.6	3.9	1.09	-0.1	-0.3	15.5
7. COCCn1c(=O)[nH]c2cc(C(=O)Nc3cc(C)cc(C)c3)ccc2c1=O
    -18.3	0.9	-2.0	-3.2	1.03	-1.6	0.0	-11.1
8. COc1ccc(CC(=O)N2CCN(C(=O)Cc3ccc(OC)c(OC)c3)CC2)cc1OC
    ·	-0.4	·	·	·	14.9	-1.2	2.5
9. COc1ccccc1NC(=O)C1=C(C)Nc2nnnn2C1c1ccccn1 (configuration not stated)
    -3.8	1.5	1.0	-7.6	1.12	27.1	0.1	-5.5
10. Cc1ccc(C(=O)OCC(=O)Nc2ccc3c(c2)OCCO3)cc1C
    -12.8	3.4	0.4	-6.3	0.922	6.2	-1.0	1.9
11. O=c1[nH]c(N2CCOCC2)nc2ncn(Cc3ccccc3)c12
    -2.9	0.0	-1.4	-7.1	1.22	10.7	0.0	-3.8
12. O=C(CSCc1cc(=O)n2ccsc2n1)Nc1ccccc1
    -10.0	-0.1	0.4	0.3	0.918	-9.2	-0.5	4.5
13. O=C(CSc1ncnc2c1oc1ccccc12)Nc1ccc2c(c1)OCCO2
    3.1	1.2	-12.6	-2.5	0.84	21.3	28.7	-3.6
14. Cc1cc(C)c2nc(NC(=O)C3CCCO3)sc2c1 (configuration not stated)
    -4.5	0.3	-0.2	2.7	1.13	18.5	-9.1	-0.6
15. COc1ccc(Cl)cc1NC(=O)COC(=O)c1c(-c2ccccc2)noc1C
    -1.1	-2.6	-1.6	-4.7	0.953	-1.2	0.0	9.0
16. CCC(=O)N/N=C/c1ccc(OS(=O)(=O)c2ccccc2)cc1
    -31.3	0.8	-2.9	-1.2	0.918	14.7	-0.2	16.9
17. CCOc1cc(S(=O)(=O)n2ccc(C)n2)ccc1Br
    2.9	3.2	-0.2	5.2	0.929	6.6	-2.3	-11.1
18. Cc1ccc2nc(SC(C)C(=O)N3CCOCC3)[nH]c2c1 (configuration not stated)
    6.1	0.2	1.9	-7.8	1.12	5.1	0.8	17.6
19. Cc1ccc(C)c(NS(=O)(=O)c2cc(C(=O)NCC3CCCO3)ccc2C)c1 (configuration not stated)
    -15.2	3.6	0.5	3.4	1.14	1.3	0.7	-19.2
20. O=C(C1=C(O)C(=O)N(c2ccccc2)C1c1ccc([N+](=O)[O-])cc1)c1cccs1 (configuration not stated)
    14.5	1.5	-6.8	3.6	1.01	22.1	9.3	-11.0
21. CCN(CC(=O)NCc1cccs1)S(=O)(=O)c1ccc(NC(C)=O)cc1
    -0.4	3.3	-2.3	-0.9	1.24	12.1	1.7	1.6
22. COCCn1nnnc1C(C(C)C)N1CCCC(C)C1 (configuration not stated)
    -8.5	1.9	-0.6	-3.0	1.07	-6.8	0.5	-3.3
23. O=C(O)c1cc(N/N=C/c2ccc(-c3ccc(F)cc3)o2)ccc1Cl
    11.1	-95.4	-6.7	5.3	0.968	-252.7	-0.9	-5.0
24. CCSc1nnc(NC(=O)Nc2cccc(C)c2)s1
    -6.3	3.4	5.9	4.7	0.96	14.5	82.4*	-7.0
25. CNc1c(NS(=O)(=O)c2ccc(CC(C)C)cc2)c(=O)oc2ccccc12
    -15.0	-0.2	-2.7	0.9	0.968	-104.4	0.5	-15.1
26. NC(=O)CSc1nc2sc3c(c2c2ncnn12)CCCC3
    -21.7	-20.5	0.4	0.6	1.15	-47.7	-0.8	-6.9
27. CCc1ccc(NC(=O)Cn2nc(C)c([N+](=O)[O-])c2C)cc1
    1.2	1.7	-12.5	2.5	1.02	4.1	0.4	-7.1
28. CS(=O)(=O)NNC(=O)c1cc2cc3ccccc3nc2s1
    1.8	0.7	-0.4	14.6	1.21	-14.9	-3.2	-18.7
29. Cc1cc(C)c2c(=O)n(CC(=O)N3CCC(N4CCCCC4)CC3)sc2n1
    -2.3	-0.4	2.1	-8.4	0.883	11.3	1.5	80.2*
30. O=C(c1cccs1)N1CCCC(c2nc3c(nnn3Cc3ccccc3)c(=O)[nH]2)C1 (configuration not stated)
    6.0	-0.7	-0.7	-4.6	0.912	24.8	3.0	-8.1
31. CC(=O)NNS(=O)(=O)c1scc(S(=O)(=O)c2ccc(Cl)cc2)c1C
    5.5	1.6	6.8	-8.9	0.912	10.6	-0.3	-6.1
32. COc1ccccc1NC(=O)CSc1nncn1-c1ccccc1
    -3.0	1.4	-2.9	-4.5	1.06	9.3	0.4	5.6
33. CCCn1c(NCc2c[nH]c3ccccc23)nc2ccccc21
    -9.3	-1.0	-0.8	-11.5	1.07	17.7	2.3	6.7
34. CC1(C)Cc2c(C#N)c(NCCc3ccccc3)nc(-c3ccco3)c2CO1
    24.3	-29.3	-2.3	0.1	0.967	-394.8	2.7	23.6
35. Cc1ccnc2nc(C(=O)OCC(=O)c3ccccc3)nn12
    6.7	1.7	-1.0	2.7	0.907	-5.0	-1.7	-12.8
36. COCCn1nnnc1C(c1ccc(OC)cc1)N1CCN(c2ccccc2F)CC1 (configuration not stated)
    0.1	1.8	2.5	-12.5	0.969	13.2	-1.9	17.3
37. Cc1ccc(SCc2noc(C(=O)NC(C)C)c2C(=O)O)cc1C
    -0.2	2.5	-0.6	-12.2	0.855	7.6	0.9	5.6
38. O=C(O)c1ccc2c(c1)S(=O)(=O)c1cc(N3CCN(c4cnccn4)CC3)ccc1C2=O
    ·	-28.9	·	·	·	-55.4	0.4	23.4
39. Cn1cnnc1SCC(=O)Nc1sc2c(c1C#N)CCCCC2
    -14.5	-28.7	-0.9	-11.6	1.09	5.8	-1.0	-2.8
40. Cc1ccc(N2CC(C(=O)NCCCn3ccnc3)CC2=O)cc1 (configuration not stated)
    -13.5	1.0	-0.6	0.5	1.16	17.9	-0.8	0.2
41. COc1ccc(S(=O)(=O)N2CCCc3ccccc32)cc1[N+](=O)[O-]
    3.8	1.7	2.9	-6.8	1.22	9.5	1.0	1.9
42. O=C(c1ccccc1F)n1c2c(c3ccccc31)CCCC2
    6.4	1.0	-1.1	3.8	0.87	19.8	1.8	5.2
43. O=C(NCCCn1ccnc1)c1ccc(COc2ccccc2)o1
    9.8	-0.9	0.6	1.4	1.07	3.9	-2.3	-0.6
44. COC(=O)c1c(NC(=O)Cc2cccs2)sc(C(=O)NC2CCCCC2)c1C
    -10.2	0.3	0.1	-11.8	1.28	-15.8	0.4	2.8
45. O=C(OCc1nc2ccc(Cl)cc2n1CCO)c1ccc2c(c1)OCO2
    5.9	-8.9	-2.5	-6.6	0.796	4.3	-0.3	21.4
46. Cc1sc(-c2ccccn2)nc1OC(=O)c1ccc(F)cc1F
    ·	51.5*	-0.8	-2.8	·	-32.4	-1.0	16.4
47. CCOC(=O)N1CCc2c(sc(NC(=O)CCS(=O)(=O)c3ccccc3)c2C(N)=O)C1
    7.6	-9.2	-1.7	-5.8	1.02	-32.3	-0.4	2.1
48. CCNc1nc(NC(C)C)nc(Oc2ccc(OCCOc3ccc(C)cc3)nn2)n1
    8.6	3.3	-1.7	6.0	1.13	6.9	-0.5	8.2
49. CC(C)(C)C(=O)NC(=S)NNC(=O)c1ccc(Cl)cc1Cl
    -1.6	0.6	-2.5	5.5	1.86	20.5	75.6*	-15.1
50. O=C(CSc1nnc(-c2ccccc2O)o1)Oc1ccc(Br)cc1
    -3.4	0.5	1.3	4.8	1	-2.5	2.3	0.9
51. Fc1ccccc1-c1n[nH]c(=S)n1/N=C/c1c[nH]c2ccccc12
    -4.3	0.7	-3.5	14.2	0.944	18.1	6.2	29.3
52. COCc1nnc(NC(=O)C2CC(=O)N(CCc3ccc(F)cc3)C2)s1 (configuration not stated)
    -0.9	0.8	0.8	-0.2	1.06	3.0	0.4	-1.5

# A different layout for part of the listing above.
entry	molecule	SENP6 block	SENP1 FRET inh	GRIN3A LBD mod	ATG4B inh	hIAP activ	SENP8 block	MPTP inh	PfGluPho inh
36	COCCn1nnnc1C(c1ccc(OC)cc1)N1CCN(c2ccccc2F)CC1 (configuration not stated)	0.1	1.8	2.5	-12.5	0.969	13.2	-1.9	17.3
37	Cc1ccc(SCc2noc(C(=O)NC(C)C)c2C(=O)O)cc1C	-0.2	2.5	-0.6	-12.2	0.855	7.6	0.9	5.6

# 10 of the compounds above, screen by screen.
43	O=C(NCCCn1ccnc1)c1ccc(COc2ccccc2)o1
44	COC(=O)c1c(NC(=O)Cc2cccs2)sc(C(=O)NC2CCCCC2)c1C
45	O=C(OCc1nc2ccc(Cl)cc2n1CCO)c1ccc2c(c1)OCO2
46	Cc1sc(-c2ccccn2)nc1OC(=O)c1ccc(F)cc1F
47	CCOC(=O)N1CCc2c(sc(NC(=O)CCS(=O)(=O)c3ccccc3)c2C(N)=O)C1
48	CCNc1nc(NC(C)C)nc(Oc2ccc(OCCOc3ccc(C)cc3)nn2)n1
49	CC(C)(C)C(=O)NC(=S)NNC(=O)c1ccc(Cl)cc1Cl
50	O=C(CSc1nnc(-c2ccccc2O)o1)Oc1ccc(Br)cc1
51	Fc1ccccc1-c1n[nH]c(=S)n1/N=C/c1c[nH]c2ccccc12
52	COCc1nnc(NC(=O)C2CC(=O)N(CCc3ccc(F)cc3)C2)s1 (configuration not stated)
assay / entry	43	44	45	46	47	48	49	50	51	52
SENP6 block	9.8	-10.2	5.9	·	7.6	8.6	-1.6	-3.4	-4.3	-0.9
SENP1 FRET inh	-0.9	0.3	-8.9	51.5*	-9.2	3.3	0.6	0.5	0.7	0.8
GRIN3A LBD mod	0.6	0.1	-2.5	-0.8	-1.7	-1.7	-2.5	1.3	-3.5	0.8
ATG4B inh	1.4	-11.8	-6.6	-2.8	-5.8	6.0	5.5	4.8	14.2	-0.2
hIAP activ	1.07	1.28	0.796	·	1.02	1.13	1.86	1	0.944	1.06
SENP8 block	3.9	-15.8	4.3	-32.4	-32.3	6.9	20.5	-2.5	18.1	3.0
MPTP inh	-2.3	0.4	-0.3	-1.0	-0.4	-0.5	75.6*	2.3	6.2	0.4
PfGluPho inh	-0.6	2.8	21.4	16.4	2.1	8.2	-15.1	0.9	29.3	-1.5
